Bioassay records: PubChem BioAssay, Sanford-Burnham Center for Chemical Genomics
TAG inh – inhibitors of triacylglycerol accumulation, primary screen, cell-based, uHTS, fluorescence, H9c2; actives 0.66% (n = 230,000); H9c2 cells, Nile Red lipid (TAG) fluorescence; cells loaded with 200 µM oleic acid; AID 651582, 2012; inhibition, % at 12.5 µM;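 active = pattern-corrected inhibition of lipid staining of at least 50% with the nuclear-stain viability signal not falling by more than 50%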;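 note: 0% = DMSO wells and 100% = triacsin C control wells; some results filed as inactive read as strong as hits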
TAG inh DAPI viability – also measured in TAG inh; calls as there; DAPI nuclei signal change (viability), lower = more cytotoxic, %;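 whole-well DAPI fluorescence read on a plate reader as a viability signal; minus 50 percent equals half of cells still viable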
Starred values were filed as active, the others as inactive. These rows are one share of the data; count on the stated rates, not on these rows.

Molecule | TAG inh DAPI viability | TAG inh
CCN(C(=O)c1cccnc1)c1ccccc1 | -3 | 10
COC(=O)c1ccc(NC(=O)C2CC2)o1 | 7 | -8
Nc1ccn(CC(=O)N[C@H](CO)Cc2c[nH]c3ccccc23)c(=O)n1 | -35 | 0
Fc1cccc(/C=N/NC(=S)Nc2ccccc2Cl)c1 | 9 | 11
O=C(CN1C(=O)C2CCCCC2C1=O)N1CCN(c2ccc(F)cc2)CC1 (stereo not drawn) | -6 | 4
CO/N=C/c1ccc(Sc2ccc(C)cc2)c([N+](=O)[O-])c1 | -5 | 14
O=C(COc1ccc2ccc(=O)oc2c1)NCCN1CCOCC1 | -3 | 6
COc1cccc(NC(=O)Nc2nnc(COCCO)s2)c1 | -8 | 15
CCNc1nc(NC(C)(C)C)nc(N2CCCC2)n1 | -2 | 0
Cc1ccccc1-c1cccc(CN2CCN(C)C(CCO)C2)c1 (stereo not drawn) | 2 | 0
COC(=O)c1sccc1NC(=O)c1ccccc1 | 6 | -2
C=CCNC(=O)c1onc(CSc2cc(C)cc(C)c2)c1C(=O)NCC=C | 5 | -21

Reformatted: 4 of the compounds above.
Nc1ccn(CC(=O)N[C@H](CO)Cc2c[nH]c3ccccc23)c(=O)n1
- TAG inh DAPI viability = -35
- TAG inh = 0
Fc1cccc(/C=N/NC(=S)Nc2ccccc2Cl)c1
- TAG inh DAPI viability = 9
- TAG inh = 11
O=C(CN1C(=O)C2CCCCC2C1=O)N1CCN(c2ccc(F)cc2)CC1 (stereo not drawn)
- TAG inh DAPI viability = -6
- TAG inh = 4
CO/N=C/c1ccc(Sc2ccc(C)cc2)c([N+](=O)[O-])c1
- TAG inh DAPI viability = -5
- TAG inh = 14

Next part
Molecule | TAG inh DAPI viability | TAG inh
C/C(Cn1cnc([N+](=O)[O-])n1)=N/NC(=O)COc1ccccc1Cl | 7 | 20
Cc1ccc(S(=O)(=O)N(CC(=O)Nc2cccnc2)c2cccc([N+](=O)[O-])c2)cc1 | -5 | 7
O=C(CSc1ccccc1C(=O)N1CCN(c2ccccc2)CC1)N1CCCC1 | 0 | 22
CCCC1(CC)C(=O)NC(=O)N=C1N (stereo not drawn) | -12 | 4
COc1ccc(S(=O)(=O)N2CCCCC2)cc1NS(=O)(=O)c1ccccc1 | 7 | -3
Cc1cccc(NC(=O)CSCC(=O)N=c2sccn2C)c1 | 5 | 17
CCSc1nnc(NC(=O)C2CC(=O)N(Cc3ccc(C)cc3)C2)s1 (stereo not drawn) | -10 | 5
Cc1ccc[n+](C(C)C(=O)Nc2ccc(C)c([N+](=O)[O-])c2)c1 (stereo not drawn) | -13 | 16
Cc1ccccc1OCCC(=O)N(CC(=O)Nc1ccccc1C(F)(F)F)Cc1ccco1 | 3 | 34
CSc1nnc(-c2ccccc2SC)o1 | -12 | 11
O=C(O)CSCC(=O)Nc1ccc(S(=O)(=O)N2CCCCC2)cc1 | -1 | 6
CC(C)NC(=O)c1cc(C2CCCCN2S(=O)(=O)c2cccs2)on1 (stereo not drawn) | -7 | 19
Cn1c(N)c(S(=O)(=O)NCc2ccccc2)c(=O)n(C)c1=O | 4 | -23
CCCN(CC(=O)Nc1ccc(F)c(F)c1F)CC(=O)Nc1c(C)n(C)n(-c2ccccc2)c1=O | -6 | -2
CC(=O)c1ccc(NC(=O)C(C)OC(=O)CCN=C2NS(=O)(=O)c3ccccc32)cc1 (stereo not drawn) | 0 | 21
CN1CCN(C(=O)CCc2nc3ccccc3c(=O)[nH]2)CC1 | 2 | -4
Cc1ccc(OCCC(=O)N(CCC(C)C)c2c(N)n(Cc3ccccc3)c(=O)[nH]c2=O)cc1 | 1 | -4
CCCS(=O)(=O)n1nc(-c2ccccc2)cc1N | -9 | 7
CN(C)c1ccc(-c2ccnc3c2CC(C)(C(=O)NCC2CC2)O3)cc1 (stereo not drawn) | 10 | -21
Cc1nn(-c2ccccc2)c(C)c1[N+](=O)[O-] | -17 | -1
Clc1nc(NCCc2ccccc2)c2cn[nH]c2n1 | 1 | -17
CC(C)CCNC(=O)C1CC(c2ccc(C(F)(F)F)cc2)=NO1 (stereo not drawn) | 3 | -7
CNS(=O)(=O)c1c(C)cc(C)c(N(C)S(=O)(=O)c2ccccc2)c1C | 3 | -14
COc1cccc(NC(=O)N2CCCC2)c1 | 4 | -9
O=S(=O)(NCCSc1ccccn1)c1ccc(Br)cc1 | 2 | 0
Cc1cc(NC(=O)CSCC(=O)Nc2nc3c(C)cccc3s2)no1 | -5 | 17
COc1ccccc1/C=N/Nc1cc(N(C)C)nc(N(C)C)n1 | 24 | 2
CCOC(=O)CN1C(=O)S/C(=C\c2ccc(-c3ccc(C(=O)O)c(Cl)c3)o2)C1=O | 6 | -7
N#Cc1ccccc1NC(=O)C1SC(=Nc2ccccc2)C(C(=O)Nc2ccc(Cl)cc2)=C1N (stereo not drawn) | 8 | -10
CCOc1ccc(CNC(=S)NCc2ccc(OCC)cc2)cc1 | 16 | -30
COc1ccc(OCC(=O)NNC(=S)NC(=O)C2CCCCC2)cc1 | 4 | 5
CCOC(=O)N1CCN(C(=O)CC(=O)Nc2ccc3nc4n(c(=O)c3c2)CCCCC4)CC1 | 1 | 7
CCOC(=O)C1=C(C)Nc2ccccc2N=C1NC(=O)C(CC)c1ccccc1 (stereo not drawn) | -10 | -1
Cn1c(SCC(=O)Nc2ccc3c(c2)OCCO3)nnc1-c1cccnc1 | 1 | -5
O=C1CC(c2ccc(Cl)cc2)CC(=O)C1CS(=O)(=O)c1ccccc1 (stereo not drawn) | 1 | 2
NS(=O)(=O)c1ccc(CNC(=O)Cc2ccccc2F)cc1 | 0 | -5
CCc1cc(C(=O)c2ccc(OC)cc2)c(N)s1 | 7 | 3
Cn1cc2ccc([N+](=O)[O-])cc2n1 | -2 | -3
COC(=O)c1nc[nH]c1C(=O)OC | 5 | 3
CN(C)S(=O)(=O)c1cccc(NC(=O)C2CCCN(C(=O)c3ccc(Cl)cc3)C2)c1 (stereo not drawn) | 9 | -23
COc1ccc(CN2CCNC(=O)C2CC(=O)NC2CCCCCC2)c(F)c1 (stereo not drawn) | 1 | 5
CCOc1ccc(NC(=O)Nc2cccnc2)cc1 | 3 | 4
COCCNC(=O)Cc1cn(C)c2ccccc12 | 1 | -6
COC(=O)c1cccc(CC2(C)C(=O)Nc3cc(-c4ccccc4Cl)ccc32)c1 (stereo not drawn) | -3 | 2
Cc1cccc(Oc2nccc(C(F)(F)F)c2C(=O)Nc2ccc(F)cc2F)c1 | -7 | 3
Cn1nc(C(=O)OCC(=O)c2ccc[nH]2)c2ccccc2c1=O | -18 | 5
COc1ccc(NC(=O)NN2CCN(C)CC2)cc1 | 1 | 2
COc1cc2[nH]c(=O)n(CCCCCC(=O)NCCCN3CCC(C)CC3)c(=O)c2cc1OC | 8 | -14
Cc1cc(C)c(NC(=O)CCN2CCN(Cc3ccccc3)CC2)c(C)c1 | -7 | 0
CCN(CC(=O)NCc1cccs1)C(=O)c1cccc(S(=O)(=O)Nc2ccccc2OC)c1 | 1 | 9
COc1ccc(-c2ccc(CCC(=O)O)n2-c2ccccc2O)cc1 | 0 | -1
Cc1cc(Nc2ccccc2C(=O)O)n(-c2cccc(Cl)c2)n1 | -5 | 5
CN(C)/C=N/c1c(C#N)nnn1Cc1ccccc1 | 14 | -32
O=C(O)c1ccccc1-c1ccc(/C=C2\SC(=O)N(c3ccccc3)C2=O)o1 | -1 | 1
CCn1cc([N+](=O)[O-])c(C(=O)N2CCCCCC2)n1 | 4 | 5
CCCC(c1nnnn1Cc1ccc(OC)cc1)N1CCN(c2ccccc2OC)CC1 (stereo not drawn) | -5 | 12
CC(=O)c1ccc(OC(=O)C2c3ccccc3Oc3ccccc32)cc1 | 7 | -7
CC1SC(c2ccc(F)cc2)NC1=O (stereo not drawn) | -9 | 13
CCC1CCC2(CC1)NC(=O)N(CC(=O)Nc1cccc(S(=O)(=O)N(C)c3ccccc3)c1)C2=O (stereo not drawn) | -11 | -6
Cc1nnsc1C(=O)Nc1cccc(Cl)c1Cl | -1 | 6

Next results follow:
Molecule | TAG inh DAPI viability | TAG inh
CC(C)CNC(=O)CC1Nc2ccccc2NC1=O (stereo not drawn) | -2 | 6
C#CCNC(=O)C1=C[C@@H](C2CCCCC2)C[C@@H](OCc2ccc(CO)cc2)O1 | -1 | -6
Cc1[nH]c2ccccc2c1CCNC(=O)CCC(=O)c1ccccc1 | 7 | -2
CC(C)c1ccccc1OCC(=O)N(C)CC(=O)Nc1ccc(F)cc1 | -12 | -10
Cc1cccc(Cc2nnc(CCC(=O)N(CC3CC3)CC3CCCO3)o2)c1 (stereo not drawn) | -10 | 12
C#CCN(C[C@@H]1[C@@H](OC(=O)NCc2ccc(OC)c(OC)c2)[C@@H](OC(=O)NCc2ccc(OC)c(OC)c2)Cn2c(=O)ccc(=O)n21)S(=O)(=O)c1ccc(C)cc1 | -43 | 42
CCCCN(C(=O)c1cc(CN2C(=O)c3ccccc3C2=O)ccc1OC)c1c(N)n(CC(C)C)c(=O)[nH]c1=O | 8 | 5
CC(C)(C)N1CC2([N+](=O)[O-])CN(C(C)(C)C)CC([N+](=O)[O-])(C1)C2 | -1 | 2
O=C(OCc1ccccc1Cl)C1CC(=O)N(Cc2ccco2)C1 (stereo not drawn) | 6 | 2
Cc1csc(=O)n1CC(=O)OCC(=O)NNC(=O)c1ccccc1 | 1 | 12
CC(=NNC(=S)Nc1ccccc1Cl)c1ccccn1 | -12 | -35
N=c1c(C(=O)NCC2CCCO2)cc2c(=O)n3ccccc3nc2n1Cc1cccnc1 (stereo not drawn) | 67 | -11
CCn1cc(CNCc2cn(-c3ccccc3C)nc2-c2ccc(OC)c(F)c2)cn1 | 9 | 13
Cc1ccc(S(=O)(=O)N2CCOCC2)cc1NC(=O)c1ccncc1 | 2 | -4
CCCCCCn1c(SCCC)nc2c1c(=O)[nH]c(=O)n2C | -1 | -32
CC1(C2CC2)NC(=O)N(CC(=O)Nc2ccc(F)cc2F)C1=O (stereo not drawn) | -4 | 17
O=C(CSc1nc(-c2ccco2)cc(C(F)(F)F)n1)N1CCN(c2cccc(Cl)c2)CC1 | -1 | -7
CCOc1ccc(NC(=O)CN(C)C(=O)CCSc2ccc(F)cc2)cc1OCC | 4 | -7
OC(c1cccnc1)c1nc(-c2cccc(F)c2)cs1 (stereo not drawn) | -6 | 8
O=C(NCc1nnc2c3ccccc3c(-c3ccccc3)nn12)c1ccc(Cl)cc1 | 10 | -17
O=C(NNc1cccc(Cl)n1)c1ccc(Cl)nc1 | 2 | -11
CC(C)Oc1ccc(C2CC(=O)N(Nc3ccc([N+](=O)[O-])cc3[N+](=O)[O-])C2=O)cc1 (stereo not drawn) | -3 | -1
Cn1c(-c2ccccc2)cc2c3no[n+]([O-])c3ccc21 | -8 | -29
CCN1CCN(c2nc3c(C)cccn3c(=O)c2/C=C(\C#N)S(=O)(=O)c2ccc(C)cc2)CC1 | -2 | 5
Cc1nc([N+](=O)[O-])c(Br)n1CC(=O)c1ccc(Cl)cc1 | 2 | 13
CCn1c(SCC(=O)c2ccc(O)c(O)c2)nnc1-c1ccccc1 | -6 | 18
CS(=O)(=O)c1ccc2nc(NC(=O)c3cccs3)sc2c1 | -2 | -9
COc1ccc(C2CC(=O)c3cnc(NC(=O)c4ccco4)nc3C2)cc1 (stereo not drawn) | -5 | 5
Cc1ccc(S(=O)(=O)N2CCCCC2)cc1NC(=O)CSc1nnnn1C | 6 | -11
Cn1c(=O)c2c(nc(N/N=C/c3cccnc3)n2Cc2ccc(F)cc2)n(C)c1=O | 0 | 3
CC(C)CCNC(=O)c1ccc2nc[nH]c2c1 | -27 | 28
CCOc1ccc(-c2nc(N)ncc2-c2ccccc2)c(O)c1 | -5 | 1
Cc1ccc(-n2nc(C)c(NC(=O)CCl)c2C)cc1 | -25 | 7
OC1(C#CCN2CCOCC2)CCCCC1 | 5 | -3
CSCCC(NC(=O)COc1ccccc1)C(=O)NCc1cccs1 (stereo not drawn) | 3 | -1
CCOC(=O)c1ccc(-n2c(-c3ccco3)nc3ccccc3c2=O)cc1 | -3 | 7
CN(Cc1ccccc1)C(=O)CN1C(=O)NC2(CCCc3sccc32)C1=O (stereo not drawn) | -8 | 23
CC(C)OC(=O)CSc1nc2cccnc2n1C1CCCCC1 | -10 | -2
CCOC(=O)C1=C(COc2ccccc2)NC(=O)NC1c1ccc(Cl)cc1 (stereo not drawn) | -2 | -10
COC(=O)C[n+]1cccc2ccccc21 | 1 | -6
CC1CCCN(C(=O)CN2C(=O)NC(C)(c3ccc4ccccc4c3)C2=O)C1 (stereo not drawn) | -19 | 5
COc1ccc(C(O)c2nc(-c3ccncc3)cs2)cc1 (stereo not drawn) | -4 | -24
O=C1CC(c2ccccc2)C(=O)N1c1cccc(O)c1 (stereo not drawn) | -5 | -1
O=C1N/C(=N\c2ccccn2)SC1Cc1ccc(Cl)cc1 (stereo not drawn) | -4 | -1

Look-ups from the entries so far:
Under TAG inh, CN(Cc1ccccc1)C(=O)CN1C(=O)NC2(CCCc3sccc32)C1=O (stereo not drawn) is entered as 23
Under TAG inh, CC(C)OC(=O)CSc1nc2cccnc2n1C1CCCCC1 is entered as -2
Under TAG inh DAPI viability, COC(=O)C[n+]1cccc2ccccc21 is entered as 1
Under TAG inh DAPI viability, CC1CCCN(C(=O)CN2C(=O)NC(C)(c3ccc4ccccc4c3)C2=O)C1 (stereo not drawn) is entered as -19
Under TAG inh DAPI viability, O=C1CC(c2ccccc2)C(=O)N1c1cccc(O)c1 (stereo not drawn) is entered as -5
Under TAG inh, O=C1N/C(=N\c2ccccn2)SC1Cc1ccc(Cl)cc1 (stereo not drawn) is entered as -1
